Compound activity deposited in PubChem BioAssay by National Center for Advancing Translational Sciences (NCATS).
TRPV1 ag = agonists of human vanilloid receptor 1 (TRPV1); Q8NER1; TRPV1-expressing cells, Fluo-8 calcium influx, agonist mode; activation, % at 8.33 µM; 320,000 tested, 0.19% active; in the data active means activation above about 80%; inconclusive means between about 30% and that limit; further: 0% is about no effect
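Fluo-8 calcium influx in TRPV1-expressing cells, kinetic read (ex 480/em 520 nm). Compound added and read 3 min for agonist activity, followed by capsaicin at EC20 final and 2 min further read for enhancement.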
B2AR arrestin = beta2AR (human) beta-arrestin recruitment activity; 330,000 tested, 0.02% active; AID 492947; beta-arrestin recruitment to beta2AR, cell-based reporter; Potency, µM (doses to about 46.1 µM), for the others: top-dose activation, actives largely listed as activators; P07550;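 further: potency means the concentration at half of the fitted maximal effect; 0% = DMSO controls and full agonism = EC100 isoproterenol or metaproterenol; nearly all actives have a fitted effect of over 65% in size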
Target sequence (P07550 whole entry, looked up): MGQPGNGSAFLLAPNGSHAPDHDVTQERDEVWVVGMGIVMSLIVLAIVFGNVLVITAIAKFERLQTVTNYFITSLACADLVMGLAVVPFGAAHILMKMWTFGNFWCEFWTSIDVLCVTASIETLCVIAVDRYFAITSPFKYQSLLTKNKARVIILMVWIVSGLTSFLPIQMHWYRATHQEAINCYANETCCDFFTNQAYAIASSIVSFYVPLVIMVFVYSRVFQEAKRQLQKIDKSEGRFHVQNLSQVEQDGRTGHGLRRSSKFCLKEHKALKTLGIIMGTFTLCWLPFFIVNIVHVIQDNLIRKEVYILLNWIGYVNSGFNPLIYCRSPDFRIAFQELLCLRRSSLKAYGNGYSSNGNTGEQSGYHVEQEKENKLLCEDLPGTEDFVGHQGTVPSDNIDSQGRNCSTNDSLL
TSG101-PTAP inh = blocks PTAP/TSG101 interaction to inhibit HIV-1 budding; Q99816; Fluorescence polarization, FITC-PTAP peptide / Tsg101 binding; Potency, µM (doses to about 115 µM), without a hit: top-dose activity change, negative = inhibition, usual class: inhibitors; 340,000 tested, under 10 active; AID 493005; active means well fitted inhibition curve with a large enough effect in the main read-out, with a control signal flat, not every such curve was filed as active; inconclusive means small, poorly fitted or top-dose-only effect, or effect the other way, or a change in a side signal; inactive means no such curve, though single readings can be large or run the other way; further: potency means the concentration at half of the fitted maximal effect; % of control where 0% means no effect
Target sequence (Q99816 whole entry, looked up): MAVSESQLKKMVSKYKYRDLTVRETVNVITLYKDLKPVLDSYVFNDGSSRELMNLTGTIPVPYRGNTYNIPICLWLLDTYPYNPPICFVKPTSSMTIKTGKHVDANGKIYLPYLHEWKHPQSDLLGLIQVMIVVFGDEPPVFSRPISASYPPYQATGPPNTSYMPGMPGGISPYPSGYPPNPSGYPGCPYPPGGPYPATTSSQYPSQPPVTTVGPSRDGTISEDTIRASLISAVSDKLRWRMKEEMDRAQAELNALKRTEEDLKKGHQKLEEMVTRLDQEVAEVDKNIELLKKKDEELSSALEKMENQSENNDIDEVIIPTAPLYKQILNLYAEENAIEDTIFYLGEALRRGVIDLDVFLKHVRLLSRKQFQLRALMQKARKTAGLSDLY
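Steps: Tsg101 binding domain dispensed (10 uM final), compounds pinned in DMSO, FITC-labeled PTAP-motif peptide added (50 nM final); after 20 min binding at room temperature, polarization measured.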
MLL CXXC-DNA inh = inhibitors of human MLL CXXC domain-DNA interaction; 290,000 tested, 0.037% active; Q03164; AID 2662; Potency, µM (series often up to 115 µM), for the others: at the top dose activity change, negative = inhibition, actives largely listed as inhibitors; MLL-CXXC / FITC-HOXA9 DNA fluorescence polarization; active means well fitted inhibition curve with a large enough effect in the polarisation, with a control signal flat, not every such curve was filed as active; inconclusive means small, poorly fitted or top-dose-only effect, or effect the other way, or a change in a side signal; inactive means no such curve, though single readings can be large or run the other way; the % refers to the polarisation; further: potency means the concentration at half of the fitted maximal effect
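Steps: dispense CXXC domain solution (7 uM) → pin compounds or unlabeled HOX-A9 DNA control → 5 min ambient → add FLSN-HOX-A9 solution (50 nM) → spin → 30 min ambient → fluorescence polarization. Tris pH 7.5/NaCl/DTT/BSA buffer.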
ELG1 DNA repair = blocks ELG1-dependent DNA repair in HEK293T cells. HEK293T ELG1-luciferase reporter, luminescence, 16 h; DNA damage induced by 5-fluorouridine. Potency, µM (top dose mostly 46.1 µM), for the others: at the top dose activity change, negative = inhibition, most hits filed as inhibitors. 330,000 tested, 2.3% active; further: potency means the concentration at half of the fitted maximal effect; on the % scale 0 is the no-effect control and ±100 the full control effect; nearly all actives have a fitted effect of over 55% in size
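In this reporter screen, reduction of luminescence relative to DMSO vehicle indicated activity. Compounds and 5-fluorouridine were added together to 2,000 cells per well, incubated for 16 hr at 37 °C, then developed with ONE-Glo.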
A-T KAP1 phos = potential ataxia-telangiectasia treatments restoring KAP-1 phosphorylation; Potency, µM (top dose mostly 57.5 µM), inactives show at the highest dose activation, hits mostly activators; AID 485349; […] A-T fibroblasts, KAP-1 phosphorylation AlphaLISA; neocarzinostatin DNA damage 30 min before lysis; 320,000 tested, 0.19% active; further: potency means the concentration at half of the fitted maximal effect; % of control where 0% means no effect; nearly all actives have a fitted effect of over 45% in size
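hTERT-immortalized A-T patient fibroblasts ([…]), 500 cells/well in OPTI-MEM, 1% FBS, got compounds for 60 min, then NCS for 30 min at 37C. Lysates were then assayed for phospho-KAP-1 by AlphaLISA (anti-pKAP1 donor, anti-KAP1 acceptor beads), 6 hr at 25C.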
p53 reactivation = restores transcriptional activity of mutant p53; H1299 p53-A138V BP100-luciferase reporter, luminescence, 24 h; Potency, µM (titrated, usually from 92.2 µM), inactives show at the top dose activity change, positive = activation, hits mostly activators; 320,000 tested, 0.063% active; AID 504706; further: potency means the concentration at half of the fitted maximal effect; % of control where 0% means no effect; nearly all actives have a fitted effect of over 45% in size
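p53-null H1299 cells stably carrying temperature-sensitive p53-A138V and a BP100-luciferase reporter were pinned with compounds (4-point, 1:5 series) and held 24 hrs at 37 deg C. Luminescence was read 10 min after detection reagent.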
Integrin act MD = integrin-mediated muscular dystrophy alleviation activation; alpha7betagal myoblasts, beta-gal FDG fluorescence, 48 h; Potency, µM (titrated, usually from 38.3 µM), inactives show at the top dose activation, hits mostly activators; 350,000 tested, 0.064% active; AID 624291;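 further: potency means the concentration at half of the fitted maximal effect; 100% = response of the positive control SU9516; nearly all actives have a fitted effect of over 60% in size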
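Alpha7betagal+/- myoblasts (passage 13) were plated 16-24 hr, then exposed to compounds (1:260 dilution of DMSO stock) for 48 hours at 37C. After MPER lysis, β-galactosidase reporter activity was read as FDG fluorescence (ex 480/em 540) after 30 minutes.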
BRCA1 expr act = activators of BRCA1 expression | MCF7-BRCA1-FFLuc reporter, luminescence, 48 h; response scale: scaled: vehicle 0%, 10 µM genistein 100% | Potency, µM (doses to about 46.1 µM), inactives show top-dose activation, actives largely listed as activators | 380,000 tested, 1.1% active | AID 624202; further: potency means the concentration at half of the fitted maximal effect; nearly all actives have a fitted effect of over 80% in size; some results filed as inactive show a strong effect at the top dose
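48 h compound treatment of MCF7-BRCA1-FFLuc cells (phenol-red free MEM, 37 °C), then 15 min with luciferase substrate and luminescence imaging.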
TCR activator = activators of T cell receptors; primary human leukocytes, anti-CD3, IL-2 HTRF, 48 h; Potency, µM (highest dose often 9.22 µM), for inactives: at the highest dose activation of IL-2 secretion, hits mostly activators; 330,000 tested, under 10 active; AID 504894; further: % of control where 0% means no effect
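Compounds are tested in HTS on primary human leukocytes co-incubated with a-CD3 beads for 48 hr. IL-2 output is measured by time-resolved FRET.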
* = called active by the depositor; ? = inconclusive; / = not tested or not shown; [ ] = dose if it differs, or a comment. Unless noted, the call rests on the fitted dose curve; in most records, active means well fitted curve in the direction sought with a large enough effect; inconclusive means small, poorly fitted or top-dose-only effect, or another doubt; inactive means no such curve, though single readings can be large; an effect the other way counts as inactive or inconclusive.

Under each structure: TRPV1 ag | B2AR arrestin | TSG101-PTAP inh | MLL CXXC-DNA inh | ELG1 DNA repair | A-T KAP1 phos | p53 reactivation | Integrin act MD | BRCA1 expr act | TCR activator
- CC1(C)NC(=O)N(CCOCCOc2c(Cl)cc(Cl)cc2Cl)C1=O
 : ? | -0.4% | -1% | -3% | -3% | / | -5% | -11% | 4% | 6%
- Cc1ccc(C(=O)CSc2ncnc3sc4c(c23)CCCC4)cc1
 : -3 | -0.6% | -4% | 7% | 11% | 1% | 11% | 4% | 3% | 1%
- CCNC(=S)Nc1ccc(Cl)cc1Cl
 : 2 | -2.0% | -4% | -3% | -3% | 6% | 9% | -1% | 19% | 9%[46.1 µM]
- COc1nc(N)nc(N)c1NS(=O)(=O)c1ccc(C)cc1
 : -1 | -0.9% | -3% | -3% | 0% | 11% | 0% | 28% | -5% | 2%
- Fc1ccccc1Nc1nc2ccccc2n2nnnc12
 : -2 | 0.2% | -13% | 106%[activator] | ? | 4% | ? | 3% | 50% | 9%
- COC(=O)c1cc(CNC(=O)c2cccc(Cl)c2Cl)ccc1OC
 : 14 | -0.7% | / | -6% | -19% | -3% | -3% | / | / | 2%[46.1 µM]
- O=c1c2ccccc2cnn1-c1ccc(Cl)cc1
 : 1 | -0.5% | -1% | -3% | ? | -1% | 25µM* | 11% | 29% | 5%
- Cc1cccc(C(=O)N[C@@H]2c3ccccc3C[C@@H]2O)n1
 : / | / | -8% | / | / | / | / | 4% | -7% | 2%
- CCCn1cc(S(=O)(=O)c2ccc(Cl)cc2)c(=O)c2cc(OC)ccc21
 : ? | 0.3% | -4% | -6% | -12% | 11% | -3% | 10% | 3% | 5%
- CCn1c(=O)c2c(nc3n2CCS3)n(C)c1=O
 : -3 | -0.3% | -6% | -3% | -1% | -3% | 6% | -3% | -2% | -9%
- COc1ccc(C)cc1-n1nnnc1SCC(=O)Nc1cccnc1Cl
 : 11 | -0.5% | -1% | -1% | ? | 4% | 14% | -2% | -19% | -6%[46.1 µM]
- Nc1ccc(-c2nnn(CC(=O)N3CCCCC3)n2)cc1
 : -2 | 0.0% | -1% | -2% | 1% | 12% | / | 0% | -31% | /
- NCc1ccc2[nH]c(=O)[nH]c2c1
 : 1 | 3.6% | 0% | -2% | -8% | 11% | 8% | 22% | -13% | /
- O=C1CCC([N+](=O)[O-])C(c2ccc(F)c(Br)c2)N1 (stereo not given)
 : -2 | 0.1% | -1% | -4% | -4% | -1% | -2% | -16% | -5% | 10%
- O=C(CSCc1ccccc1)Nc1cccc(F)c1
 : 2 | 0.1% | -1% | 4% | ? | -3% | ? | 2% | 11% | -1%[46.1 µM]
- CCN1C[C@@H]2[C@@H]3C(=O)N(C)C(=O)[C@@H]3[C@](Cc3ccccc3)(C1=O)N2C(=O)c1ccc(Br)cc1
 : / | / | -5% | / | / | / | / | -1% | 0% | -3%
- COc1ccccc1NC(=O)C(=O)NCC(c1ccco1)N1CCc2ccccc2C1 (stereo not given)
 : 1 | -0.3% | -1% | / | 0% | 8% | -9% | -11% | -59% | -58%
- Cc1nc2c(s1)sc1ccccc12
 : 4 | -0.9% | -6% | 3% | ? | 12% | 12% | 19% | 5% | -1%
- Cc1c(C(=O)N2CCN(c3ccc(C(F)(F)F)cn3)CC2)oc2ccccc12
 : 1 | 7.7% | -2% | 19% | -14% | / | -5% | -1% | -11% | 1%
- CCC1CCc2c(sc(NC(=O)c3ccco3)c2C(N)=O)C1 (stereo not given)
 : ? | -0.5% | 0% | 2% | ? | -8% | ? | 12% | -1% | 1%[46.1 µM]
- CN(C[C@H](Cc1ccccc1)N(C[C@H](CC1CCCCC1)N(CCc1ccccc1)N=O)N=O)N=O
 : 7 | -0.9% | -3% | -9% | -7% | 7% | -3% | 12% | -2% | -2%
- Cc1ccc(Cl)c(OCCCCN(C)Cc2ccccc2)c1
 : 2 | -0.2% | -2% | 4% | -4% | 2% | 3% | -56%[inhibitor] | -34% | 8%
- O=C(CCNS(=O)(=O)c1ccc(Br)cc1)NCCCSc1ccccc1
 : 1 | 0.2% | -6% | / | ? | 4% | 3% | 1% | 5% | 2%
- C[C@]12c3[nH]c4ccccc4c3CCN1C(=O)C(CC(=O)NCc1ccco1)C[C@@H]2C(=O)N1CCCCC1 (stereo not given in full)
 : / | 11% | -3% | / | -11% | 8% | -9% | -27% | -13% | -17%
- COC(=O)c1ccc(Oc2c(C(F)(F)F)oc3c(CN4CCN(C)CC4)c(O)ccc3c2=O)cc1
 : 1 | 0.4% | 2% | -5% | ? | 3% | -3% | 10% | 28% | 10%
- COc1ccc(/C=N/Nc2c(Cl)cc(Cl)cc2Cl)cc1CN1CCOCC1
 : 5 | -0.1% | -5% | 14% | ? | 2% | -5% | 10% | -21% | 3%[46.1 µM]
- Cc1ccc(CNC(=O)COC(=O)c2cccc(S(=O)(=O)N3CCCCC3)c2)cc1
 : 26 | -0.2% | -4% | / | 0% | 12% | 1% | -3% | -12% | -1%
- COc1ccc(C(=O)Nc2ccc(Nc3ccccc3)cc2)cc1OC
 : 24 | -0.7% | -2% | -8% | 5% | 2% | 1% | -25% | 2% | -7%
- CCc1nnc(N/N=C/c2c(Cl)cccc2Cl)n1N
 : 0 | -0.2% | / | -2% | 20% | 7% | -4% | 6% | -7% | /
- COC(=O)c1cc2ccc(OC)cc2c2cc(OC)c(OC)cc12
 : / | -0.6% | 2% | / | 13µM* | -2% | -1% | -16% | -47% | -7%
- COc1c(Cl)cc(Cl)cc1CNCCNCCO
 : 2 | -1.0% | -8% | -6% | 1% | 3% | 1% | -23% | 0% | -1%
- COc1ccc2oc(C(=O)NCc3cc(OC)c(OC)cc3OC)c(C)c2c1
 : 1 | 3.4% | 2% | 6% | -24% | -1% | 13% | -52%[inhibitor] | -55% | 11%
- C(=N\c1nc2ccccc2n1CCN1CCOCC1)/c1cccs1
 : -4 | 0.5% | -1% | 2% | 1% | 7% | -17% | 1% | 5% | -1%
- CC(C)(C)Cc1nnc(NS(=O)(=O)c2ccccc2)s1
 : -2 | 0.1% | -4% | -2% | 4% | 7% | -2% | -71%[inhibitor] | -2% | -2%
- C[C@H](CO)N1C[C@H](C)[C@@H](CN(C)C(=O)Nc2ccc3c(c2)OCO3)Oc2c(NS(=O)(=O)c3cn(C)cn3)cccc2C1=O
 : / | 0.1% | 1% | / | -11% | -5% | 3% | 6% | 11% | -14%
- CCCN1CCC(=O)N([C@H](CN=[N+]=[N-])Cc2ccccc2)CC1
 : 3 | -1.5% | -1% | 7% | -4% | -1% | / | -1% | 7% | 3%
- COc1cccc(NC(=O)CN2C(=O)NC(C)(C3CC3)C2=O)c1 (stereo not given)
 : / | 0.0% | -4% | / | 17% | -4% | -1% | 1% | 4% | 2%
- CCCn1nc(NS(=O)(=O)c2cccc3nonc23)c2cc3cccc(C)c3nc21
 : -2 | 0.2% | 0% | 0% | -5% | -2% | -8% | -6% | -28% | -7%
- O=C(CSc1ccc(Cl)cc1)c1ccco1
 : 1 | 0.4% | -4% | -1% | ? | 19% | 12% | 3% | 43% | 5%
- Cc1ccc(-n2c(-c3ccncc3)n[nH]c2=S)cc1
 : 11 | 0.6% | 0% | 3% | 2% | 2% | 3% | 28% | -4% | 1%
- O=C(CSc1nc2ccccc2s1)NC1CCCc2ccccc21 (stereo not given)
 : 9 | -0.9% | -6% | ? | -1% | 2% | 0% | 34% | -20% | 1%[46.1 µM]
- CSc1nnnn1-c1c(C)cccc1C
 : 9 | -0.2% | -2% | -6% | 26% | 12% | 1% | 12% | -4% | -10%
- CCN(CC)S(=O)(=O)c1ccc(-c2nnc(SCC(=O)N3c4ccccc4CC3C)n2CC)cc1 (stereo not given)
 : 1 | 0.5% | 0% | 6% | ? | 1% | 0% | -6% | -44% | 6%[46.1 µM]
- Cn1ccnc1SCC(=O)Nc1ccc([N+](=O)[O-])cn1
 : 0 | -0.2% | 0% | -3% | -9% | 2% | / | -10% | 2% | -11%
- COCc1cc(=O)[nH]c(/N=C(\N)Nc2ccccc2C)n1
 : -1 | 0.2% | -2% | -19% | 2% | 7% | 0% | -9% | 1% | -1%
- Cc1ccc(-n2c(-c3ccccc3)cc(/C=N/NC(=O)CC#N)c2-c2ccccc2)cc1
 : 8 | -1.0% | / | 2% | -10% | -9% | 21% | / | / | /
- Cc1ccc(C(=O)CC2(O)C(=O)N(C)c3ccccc32)o1 (stereo not given)
 : -1 | 0.0% | -8% | 1% | 5% | 0% | 2% | -20% | 1% | 2%

Compounds as they come; 3.8% or so of the library scored in one or more.
